# MsrA inhibitor: bovine MsrA inhibition; hit rate 0.75% among 360,000; inhibition, % at 15.5 µM; purified bovine MsrA, absorbance read-out; in the data active = inhibition above about 4.5%;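 note: 0% = vehicle wells with enzyme and 100% = reference inhibitor wells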
# Scp1 inh: inhibitors of human Scp-1 phosphatase; AID 493091; hit rate 0.88% among 340,000; Recombinant Scp1, phosphopeptide, malachite green phosphate absorbance; inhibition, % at 20 µM;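 active = inhibition above about 50% at 20 µM, limit read from the data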;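 note: plate controls were DMSO wells with enzyme for no effect and wells lacking enzyme for full effect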
# Target sequence (Q9GZU7 76-261 limits assumed): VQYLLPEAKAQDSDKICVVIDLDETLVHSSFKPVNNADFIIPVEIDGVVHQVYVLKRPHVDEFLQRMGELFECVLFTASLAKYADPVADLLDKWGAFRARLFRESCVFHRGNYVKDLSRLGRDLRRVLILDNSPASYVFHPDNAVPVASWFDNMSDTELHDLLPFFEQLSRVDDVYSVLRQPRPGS
#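 Material – SCP-1 phosphatase catalytic domain, residues 76-261 · Buffer or medium – Acidic Tris acetate buffer with magnesium and detergent · Also added – Phospho 17-mer peptide substrate · Compound – single 20 µM dose, 1% DMSO · Times – 45 min room-temperature reaction, 5 min colour, 30 min stabiliser · Technique – Phosphate-binding colour reagent, absorbance read at 630 nm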
# * marks the source's active call; other numbers are inactive results.
MsrA inhibitor,Scp1 inh,mol
2.6,5,Cc1noc(C)c1CCC(=O)N1CCCC(CCC(=O)NCc2ccccc2F)C1 (stereo not given)
0.2,-4,COC(=O)[C@@]1(Cc2ccc(F)cc2)[C@H]2c3cc(C(=O)N(C)C)n(Cc4ccccc4)c3C[C@H]2CN1C(=O)c1ccccc1
-0.1,5,COc1ccc(NC(=O)COc2ccc(C)cc2)c([N+](=O)[O-])c1
0.7,60*,COc1cccc(NC(=O)CN(C)C(=O)c2cc3c(s2)CCC3)c1
3.1,-6,Oc1c(Br)cc(C=Nc2ccc3nc(-c4ccccc4)[nH]c3c2)c(O)c1Br
0.2,4,N#Cc1ccc(C23CC4(C2)[C@H](CN(Cc2ccc(C(F)(F)F)cc2)[C@@H]4c2ccccc2)C3c2ccc(C(F)(F)F)cc2)cc1 (stereo not given in full)
-0.2,-7,CC12CN(C(=O)c3ccc([N+](=O)[O-])cc3)CC(C)(CN(C(=O)c3ccc([N+](=O)[O-])cc3)C1)C2=O
0.8,-6,CC1CC(C)CN(C/C=C/c2ccccc2[N+](=O)[O-])C1 (stereo not given)
1.7,-1,CC[C@H](C)[C@@H]1NC(=O)c2cc([N+](=O)[O-])cc(I)c2NCC[C@@H](C(N)=O)NC(=O)[C@H](CCCN=C(N)N)NC1=O
1.3,1,Nc1c(C(=O)OCC2CCCO2)c2nc3ccccc3nc2n1-c1ccc2c(c1)OCCO2 (stereo not given)
-0.9,1,OCCc1ccccc1
-0.6,-8,COC(=O)[C@@]1(Cc2ccc(OC)cc2)[C@H]2c3cc(C(=O)N(C)C)n(C[C@H](O)CO)c3C[C@H]2CN1C(=O)c1ccccc1
0.2,-5,CCN1CCN(CCCOc2ccc(-c3ccccc3)cc2)CC1
0.6,-6,NS(=O)(=O)c1ccc(NC(=O)C2COc3ccccc3O2)cc1 (stereo not given)
1.5,-1,c1cc2c(cc1-c1csc(NNC3=NCCCCC3)n1)OCCO2
-0.8,-4,C[C@@H](C(=O)NCc1ccc(S(C)(=O)=O)cc1)[C@H]1C[C@]1(C)[C@H](NC(=O)OCc1ccccc1)c1ccccc1

# 2 entries drawn at random from the list so far:
MsrA inhibitor,Scp1 inh,mol
1.7,-1,CC[C@H](C)[C@@H]1NC(=O)c2cc([N+](=O)[O-])cc(I)c2NCC[C@@H](C(N)=O)NC(=O)[C@H](CCCN=C(N)N)NC1=O
-0.2,-7,CC12CN(C(=O)c3ccc([N+](=O)[O-])cc3)CC(C)(CN(C(=O)c3ccc([N+](=O)[O-])cc3)C1)C2=O

# A different layout for some results above.
> CCN1CCN(CCCOc2ccc(-c3ccccc3)cc2)CC1
- MsrA inhibitor: 0.2
- Scp1 inh: -5
> NS(=O)(=O)c1ccc(NC(=O)C2COc3ccccc3O2)cc1 (stereo not given)
- MsrA inhibitor: 0.6
- Scp1 inh: -6
> c1cc2c(cc1-c1csc(NNC3=NCCCCC3)n1)OCCO2
- MsrA inhibitor: 1.5
- Scp1 inh: -1
> C[C@@H](C(=O)NCc1ccc(S(C)(=O)=O)cc1)[C@H]1C[C@]1(C)[C@H](NC(=O)OCc1ccccc1)c1ccccc1
- MsrA inhibitor: -0.8
- Scp1 inh: -4

# Not all compounds are listed; count on the stated rates, not on these rows.
